Screening data from PubChem BioAssay.
NR2F2 inh: NR2F2 transcriptional activity inhibitors, primary screen, cell-based, luciferase reporter, HEK293T, luminescence; COUP transcription factor 2 (Homo sapiens), P24468; HEK293T NGFI-A luciferase reporter; inhibition, % at 8.6 µM; 370,000 compounds, 0.7% hits; AID 686940, 2013;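 active = inhibition above a per-plate cutoff, mean inhibition of test wells between control levels plus 3 SD, cut at about 38% in these data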;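 note: cells cotransfected with COUP-TFII expression vector driving the NGFI-A reporter; 0% = median of COUP-TF2 test wells and 100% = reporter-only cells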
Target sequence (P24468 whole entry, looked up): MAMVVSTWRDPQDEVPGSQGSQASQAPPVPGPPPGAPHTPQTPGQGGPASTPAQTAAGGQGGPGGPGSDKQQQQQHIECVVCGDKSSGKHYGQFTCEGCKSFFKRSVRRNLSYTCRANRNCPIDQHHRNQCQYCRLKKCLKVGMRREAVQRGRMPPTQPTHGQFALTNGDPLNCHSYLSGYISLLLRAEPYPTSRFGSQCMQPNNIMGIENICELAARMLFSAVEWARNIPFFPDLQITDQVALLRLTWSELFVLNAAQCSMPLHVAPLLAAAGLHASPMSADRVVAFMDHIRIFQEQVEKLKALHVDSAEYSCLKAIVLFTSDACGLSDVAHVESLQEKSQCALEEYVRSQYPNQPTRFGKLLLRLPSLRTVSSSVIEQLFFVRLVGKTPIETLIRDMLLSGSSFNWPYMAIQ
KKLEB cytotox: cytotoxicity in KKLEB CF airway cells, primary screen, cytotoxicity control for CF NF-kB inhibitor project, cell-based, uHTS, fluorescence assay plates | activity change (cytotoxicity), % at 5 µM | 360,000 compounds, 0.36% hits | KKLEB CF airway cells viability, ATPlite luminescence, overnight; active compounds read low; cells stimulated with P. aeruginosa culture filtrate;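 active = corrected activity change at or below -50% at 5 µM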
TWEAK-Fn14 inh: inhibitors of TWEAK-Fn14 signaling, primary screen, luciferase reporter cells, uHTS. 360,000 compounds, 2% hits. inhibition, % at 10 µM. TWEAK-stimulated Fn14 reporter cells, luciferase luminescence, 8 h; in the data active = inhibition above about 50%
SRC3 inh: SRC3 coactivator transcriptional activity inhibitors, primary screen, cell-based, luminescence; HEK293 GAL4-SRC3 luciferase reporter; inhibition, % at 3.6 µM; 360,000 compounds, 0.17% hits; AID 588352, 2011;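 active = inhibition above a per-campaign cutoff, the mean of all compounds plus 3 SD, cut at about 60% in these data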;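 note: 0% = DMSO-treated cells and 100% = gossypol-treated cells at 36 µM; higher means less SRC3-driven luciferase light from the GAL4 reporter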
C8 TRAIL sens: viability loss with TRAIL in NB7+C8 cells, primary screen, TRAIL sensitizer project, cell-based, ATPlite luminescence. 360,000 compounds, 1% hits. AID 624354, 2012. inhibition (viability loss, TRAIL sensitization), % at 10 µM;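 active = compounds causing at least 50% loss of cell viability in the single-dose screen, relative to plate controls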
TROY NFkB inh: inhibitors of TROY-driven NF-kB signaling, primary screen, Q293 LMP1-TROYcd cells, NF-kB luciferase, uHTS. Q293 LMP1-TROYcd NF-kB luciferase reporter, 4 h. AID 1347056, 2019. 360,000 compounds, 0.98% hits. inhibition, % at 10 µM;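 active = compounds whose plate-normalised and pattern-corrected inhibition of the luciferase reporter signal at the single screening dose is 50% or more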
CF NFkB inh: inhibitors of PAF-induced NF-kB signaling, primary screen, cell-based, GFP fluorescence, uHTS; AID 588850, 2011; inhibition, % at 5 µM; 360,000 compounds, 0.86% hits; KKLEB NF-kB-GFP reporter, GFP fluorescence overnight;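 active = at least 50% inhibition at 5 µM, scaled per plate between neutral and stimulator controls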;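 note: PAF is a Pseudomonas aeruginosa culture filtrate used as stimulus; plate controls were PAF-stimulated DMSO wells for no effect and unstimulated DMSO wells for full effect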
NCOA2 inhibitor: inhibition of GAL4-SRC2 driven luciferase reporter, primary screen, SRC2 inhibitor project, cell-based, luminescence; Nuclear receptor coactivator 2 (Homo sapiens), Q15596; HEK293 GAL4-SRC2 luciferase reporter; inhibition, % at 9 µM; 370,000 compounds, 0.17% hits; AID 651957, 2012;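 active = inhibition above the mean inhibition of all tested compounds plus 3 SD, set per campaign, cut at about 52% in these data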;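 note: 0% = DMSO treated cells and 100% = cells given Gossypol at 36 µM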
NR5A2 inv ag: LRH-1 (NR5A2) inverse agonists, primary screen, cell-based, luminescence, HEK293T, StAR-luciferase reporter; Nuclear receptor subfamily 5 group A member 2 (Homo sapiens), O00482; LRH-1 transfected, 24 h; inhibition, % at 3.6 µM; 360,000 compounds, 0.13% hits;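 active = inhibition above the mean inhibition of all tested compounds plus 3 SD, cut at about 73% in these data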;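 note: 0% = DMSO wells and 100% = reporter-only cells lacking LRH-1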
Target sequence (O00482 whole entry, looked up): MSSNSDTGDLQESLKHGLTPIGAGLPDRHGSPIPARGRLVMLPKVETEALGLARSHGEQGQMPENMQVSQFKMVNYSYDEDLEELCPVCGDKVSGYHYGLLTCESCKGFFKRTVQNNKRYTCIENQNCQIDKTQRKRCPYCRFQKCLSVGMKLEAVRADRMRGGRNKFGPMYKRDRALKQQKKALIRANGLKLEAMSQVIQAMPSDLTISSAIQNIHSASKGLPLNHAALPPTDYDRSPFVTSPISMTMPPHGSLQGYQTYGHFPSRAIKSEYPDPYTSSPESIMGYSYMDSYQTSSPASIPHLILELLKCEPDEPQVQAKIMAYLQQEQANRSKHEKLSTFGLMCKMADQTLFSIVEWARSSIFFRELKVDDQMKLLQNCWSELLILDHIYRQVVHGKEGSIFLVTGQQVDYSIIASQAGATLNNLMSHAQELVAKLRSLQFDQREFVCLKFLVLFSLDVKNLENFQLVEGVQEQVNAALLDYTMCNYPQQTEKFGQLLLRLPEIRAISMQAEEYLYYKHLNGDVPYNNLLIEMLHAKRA
SRC1 inh: SRC1 coactivator transcriptional activity inhibitors, primary screen, cell-based, luminescence; 360,000 compounds, 0.12% hits; HEK293 GAL4-SRC1 luciferase reporter; inhibition, % at 3.6 µM; AID 588354, 2011;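 active = inhibition above the campaign mean plus 3 SD, with each screening campaign given its own cutoff, cut at about 60% in these data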;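 note: 0% = DMSO treated cells and 100% = gossypol at 36 µM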
LMP1 NFkB inh: EBV LMP1-driven NF-kappaB luciferase reporter inhibitors, primary screen, cell-based, luminescence, single point; 350,000 compounds, 0.69% hits; LMP1-induced NF-kappaB luciferase reporter cells; inhibition, % at 12.5 µM; AID 504558, 2011; in the data active = inhibition above about 41%;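 note: 0% = neutral control wells and 100% = reference inhibitor control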
Active calls of the source: *; . = not tested or not shown. Outcome played no part in choosing rows (roughly 4.2% active in at least one column).

SMILES	NR2F2 inh	KKLEB cytotox	TWEAK-Fn14 inh	SRC3 inh	C8 TRAIL sens	TROY NFkB inh	CF NFkB inh	NCOA2 inhibitor	NR5A2 inv ag	SRC1 inh	LMP1 NFkB inh
Cc1ccccc1CSCCNC(=O)CCSc1ccccc1	8	6	-45	2	0	-30	-6	2	-1	-10	8
COc1ccc(CCN2CC34C=CC(O3)C(C(=O)NCc3ccccc3Cl)C4C2=O)cc1OC (configuration not stated)	2	-5	-2	21	-10	-4	-4	11	9	-38	4
CN[C@H](C)C(=O)NC[C@H]1O[C@@H](n2cnc3c(N)ncnc32)[C@H](O)[C@@H]1O	.	-5	-19	-16	6	-2	-16	.	27	-5	-12
O=C(C1CC(=O)N(c2ccc3c(c2)OCCO3)C1)N1CCN(Cc2ccccc2F)CC1 (configuration not stated)	0	-7	1	19	0	7	-1	-11	-3	-4	70*
O=C(/C=C/c1ccc([N+](=O)[O-])cc1)NCc1ccc2c(c1)OCO2	-9	3	9	9	-7	-18	-22	23	17	0	6
O=C(c1cc(=O)c2cc(Cl)ccc2o1)N1CCN(Cc2ccccc2)CC1	-1	-8	-5	6	-6	5	8	-7	-6	7	-5
O=C(OCc1ccccc1)N1CCC2CC1c1cc(N3CCN(S(=O)(=O)c4cccc5ccccc45)CC3)ccc12 (configuration not stated)	-3	-13	-26	10	13	-13	1	-11	16	-6	.
CCN(CC)CCOC(=O)c1ccccc1Br	6	2	-14	-13	-4	-23	-11	-19	-8	-20	13
Cc1ccc(CNC(=O)C2C3C=CC4(CN(Cc5cccnc5)C(=O)C24)O3)cc1 (configuration not stated)	-9	2	1	12	5	-4	1	26	1	-2	-7
Cc1ccc(-c2cc(C(=O)NCCN3CCOCC3)c3ccccc3n2)o1	-9	0	1	-2	-20	-3	8	15	6	4	7
Nc1nc(-c2ccccc2)c(CC(=O)O)s1	-8	-1	-11	-10	6	-23	-25	6	-14	-5	-2
O=C(NCC1CC1)c1cc([N+](=O)[O-])cc([N+](=O)[O-])c1	-31	3	24	7	-5	-18	9	-7	5	2	1
Cc1ccnc2nc(C(=O)N3CCN(S(=O)(=O)c4ccccc4)CC3)nn12	-10	-4	37	6	9	-17	15	-1	15	15	-5
CCN1C[C@@H]2[C@@H]3C(=O)N(C)C(=O)[C@@H]3[C@](C)(C1=O)N2C(=O)c1ccc(F)cc1	-13	-2	-5	0	-6	7	-6	-25	1	8	4
c1ccc2nc(N3CCOCC3)cnc2c1	-3	5	6	-26	-9	-13	-10	-20	-15	-29	-5
O=C(O)C1Cc2[nH]cnc2C(c2cccc([N+](=O)[O-])c2)N1 (configuration not stated)	-1	13	2	18	-7	-2	-27	11	7	-13	7
O=C(O)/C(=C\c1ccccc1OC(F)F)Sc1nnc(-c2ccc(F)cc2)o1	12	-1	-17	6	4	-1	-4	-3	6	7	-8
O=C(OCc1ccccc1)N1CCC2CC1c1cc(-c3ccccc3)ccc12 (configuration not stated)	-3	-5	-21	-19	-3	-71	-11	-6	-25	-15	-29
CC1CCN(C(=O)COc2ccc(Nc3ccccc3)cc2)CC1	11	-4	-20	17	10	8	-16	11	1	-14	0
Cc1ccc(-c2[nH]ncc2/C=N/n2c(C)nc3ccccc3c2=O)cc1	15	-7	-20	16	5	-15	12	-16	12	-6	1
COC(=O)c1ccc2c(c1)N(Cc1ccccc1F)C(=O)c1ccccc1S2=O (configuration not stated)	-6	0	-5	7	15	-6	6	17	-4	-6	8
Cc1ccc(C)n1-c1nnc(N2CCC(C(=O)NCCCN3CC(C)CC(C)C3)CC2)s1 (configuration not stated)	-24	6	4	2	6	3	3	-41	-18	1	-13
COc1cccc(CN2CCN(Cc3cc(OC)c(OC)c(OC)c3)CC2)c1OC	-1	-4	-8	0	-9	-2	-14	24	-18	20	-4
CCN(CC)C(=O)CSc1nnc(-n2nc(C)cc2C)c2ccccc12	8	3	-6	-6	-12	0	-19	13	0	-2	-2
COc1ccccc1C(=O)NC(=O)CSc1nnc(SC)s1	7	6	6	-37	-1	-11	0	-5	-8	0	2

Quoted from above for reference:
SMILES	NR2F2 inh	KKLEB cytotox	TWEAK-Fn14 inh	SRC3 inh	C8 TRAIL sens	TROY NFkB inh	CF NFkB inh	NCOA2 inhibitor	NR5A2 inv ag	SRC1 inh	LMP1 NFkB inh
Cc1ccc(CNC(=O)C2C3C=CC4(CN(Cc5cccnc5)C(=O)C24)O3)cc1 (configuration not stated)	-9	2	1	12	5	-4	1	26	1	-2	-7
Cc1ccc(-c2cc(C(=O)NCCN3CCOCC3)c3ccccc3n2)o1	-9	0	1	-2	-20	-3	8	15	6	4	7
Nc1nc(-c2ccccc2)c(CC(=O)O)s1	-8	-1	-11	-10	6	-23	-25	6	-14	-5	-2
O=C(NCC1CC1)c1cc([N+](=O)[O-])cc([N+](=O)[O-])c1	-31	3	24	7	-5	-18	9	-7	5	2	1
Cc1ccnc2nc(C(=O)N3CCN(S(=O)(=O)c4ccccc4)CC3)nn12	-10	-4	37	6	9	-17	15	-1	15	15	-5
CCN1C[C@@H]2[C@@H]3C(=O)N(C)C(=O)[C@@H]3[C@](C)(C1=O)N2C(=O)c1ccc(F)cc1	-13	-2	-5	0	-6	7	-6	-25	1	8	4
c1ccc2nc(N3CCOCC3)cnc2c1	-3	5	6	-26	-9	-13	-10	-20	-15	-29	-5
O=C(O)C1Cc2[nH]cnc2C(c2cccc([N+](=O)[O-])c2)N1 (configuration not stated)	-1	13	2	18	-7	-2	-27	11	7	-13	7
O=C(O)/C(=C\c1ccccc1OC(F)F)Sc1nnc(-c2ccc(F)cc2)o1	12	-1	-17	6	4	-1	-4	-3	6	7	-8
O=C(OCc1ccccc1)N1CCC2CC1c1cc(-c3ccccc3)ccc12 (configuration not stated)	-3	-5	-21	-19	-3	-71	-11	-6	-25	-15	-29

More compounds follow.
SMILES	NR2F2 inh	KKLEB cytotox	TWEAK-Fn14 inh	SRC3 inh	C8 TRAIL sens	TROY NFkB inh	CF NFkB inh	NCOA2 inhibitor	NR5A2 inv ag	SRC1 inh	LMP1 NFkB inh
O=C1CC(/C=C/c2ccncc2)=Nc2ccccc2N1	5	-6	-1	19	-13	20	3	29	21	-4	1
COc1cnc(SCC(=O)O)[nH]c1=O	-8	3	-21	-6	-16	16	-20	5	-8	0	-4
CNC(=S)NN=C(C)CCCC(C)=NNC(=S)NC	-11	23	24	1	2	2	-16	-1	-27	-20	2
Cc1ccc2cc3cc(C(=O)NCCCN4CC(C)CC(C)C4)oc3nc2c1 (configuration not stated)	7	8	-5	-13	23	1	-14	-21	8	-6	3
O=C(CS(=O)(=O)Cc1ccccc1)N1CCc2ccccc21	-22	1	-3	-12	1	-30	16	-16	-4	-28	-18
CN(c1ccccc1)S(=O)(=O)c1cccc(NC(=O)CSc2nnc(N)s2)c1	5	18	23	8	14	26	-7	27	-2	5	11
CN1CCC(=C(c2ccccc2)c2ccc(Br)cc2)CC1	2	-3	8	18	24	-9	1	21	10	-31	6
Cc1sc2nc(SCC(=O)c3cc(C)n(CC4CCCO4)c3C)n(C(C)C)c(=O)c2c1C (configuration not stated)	8	-5	-15	1	-11	-20	12	-14	6	-25	10
COc1ccc(CC(=O)Nc2ccc(/C(C)=N\NC(=O)c3ccc(Br)o3)cc2)cc1	-48	8	-14	-77	-14	-23	-9	-76	-133	-75	-16
COc1cccc(CN(C)C(=O)CCNC(=O)c2ccc(Br)cc2)c1	6	7	13	-3	-1	5	-18	-2	5	-6	2
CCOC(=O)N1CCN(c2cc(C)c([N+](=O)[O-])cc2F)CC1	-4	10	-5	12	-2	1	8	29	2	-7	11
Cc1cc(C(=O)OCC(=O)Nc2ccccc2Cl)c(C)o1	13	-4	-21	8	16	-59	6	-17	-2	-37	-4
Cc1[nH]nc2c1/C(=N/O)CC(c1ccccc1)C2 (configuration not stated)	-11	14	20	6	1	-12	12	-27	7	3	0
CCOC(=O)c1nnn(-c2nonc2N)c1COc1ccccc1	8	1	5	8	3	3	-6	7	9	12	-11
Cc1ccc(NC(=O)COC(=O)Cc2csc(-c3ccc(Cl)cc3)n2)cc1C	-12	8	-13	22	-2	-37	-9	-21	-18	-5	3
Cc1cccc(Cc2c(C)nc3c(C(=O)NCc4ccco4)cnn3c2C)c1	13	2	31	-2	-9	26	-16	0	-13	-33	15
CCn1c(N2CCN(C(=O)NC3CCCCC3)CC2)nc2ccccc21	-5	-1	-3	0	12	-3	-9	2	2	7	14
O=C(c1cccc(S(=O)(=O)N2CCc3ccccc32)c1)N1CCCC(C(F)(F)F)C1 (configuration not stated)	-6	9	6	3	10	-9	11	3	16	0	4
CC(=O)Nc1ccc(S(=O)(=O)NCc2ccc(C(=O)NCCN(C)Cc3ccccc3)cc2)cc1	-6	6	-11	-12	-1	5	-10	-35	-21	-18	.
COc1ccc(-c2cc3cc(OC)c(OC)cc3c(C)n2)cc1	-10	1	-57	-27	-6	-73	-32	9	-21	-37	-4
CC(C(=O)Nc1ccccc1C(=O)N1CCOCC1)N(c1ccc(Cl)cc1)S(C)(=O)=O (configuration not stated)	7	6	2	-2	3	-3	-12	-21	-4	-11	-5
Cc1ccc(C(CC(=O)NCCCN(C)C)c2ccc(OC(C)C)cc2)cc1 (configuration not stated)	5	1	-12	-3	1	4	0	5	0	7	11
C/C(CC(=O)Nc1ccc2c(c1)OCCO2)=N\NC(=O)COc1cccc(C)c1	9	4	8	-4	15	-2	2	-2	11	-18	0
COc1cc(C(=O)Nc2ccc(Cl)c([N+](=O)[O-])c2)cc(OC)c1OC	-2	4	-1	16	-10	1	-32	-24	5	13	3
CC1(C)N=C(N)N=C(N)N1c1ccc(OCCCOc2ccccc2)c(Cl)c1	23	-7	87*	10	71*	6	9	24	5	1	-5
